V-ATPase pH: regulators of yeast V-ATPase proton pumping, primary screen, pHLuorin cytosolic pH fluorescence | response, % at 10 µM | S. cerevisiae | actives 0.37% (n = 350,000); in the data active = response mostly above about 7.3%, no sharp cut-off; inactive = mostly below about 5.4%; note: actives read high; inactives centre near 0; some compounds called inactive have numbers as strong as hits
Keap1-Nrf2 PPI: Keap1-Nrf2 protein-protein interaction inhibitors, primary screen, biochemical, fluorescence polarization, single point; Kelch-like ECH-associated protein 1 (Homo sapiens), Q14145; Keap1 Kelch-Nrf2 peptide fluorescence polarization, 1536-well; inhibition, % at 9.4 µM; actives 0.15% (n = 340,000); AID 504523, 2011; in the data active = inhibition above about 12%;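 note: human Keap1 Kelch domain with fluorescein labeled Nrf2 9mer peptide probe; 0% = neutral control wells and 100% = peptide positive control; higher means more block of Keap1 binding to Nrf2 peptide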
LANA DNA inh: inhibitors of KSHV C-LANA binding to DNA, primary screen, biochemical, fluorescence polarization, FAM-LBS DNA, MBP-C-LANA, single point; Kaposi's sarcoma herpesvirus LANA C-terminal domain (residues 932-1162) DNA binding; inhibition, % at 9 µM; actives 0.078% (n = 340,000); AID 504423, 2011;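 active = highest replicate inhibition at or above 60% at 9 µM, even if other replicates fall short; inactive = all replicates below 60% inhibition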;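 note: 0% = neutral control wells and 100% = 4 µM acridine orange control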
DSG3 Ab inh: inhibitors of pemphigus antibody binding to DSG3, primary screen, biochemical, bead-based, flow cytometry, scFv-GFP | Desmoglein-3 (Homo sapiens), P32926 | DSG3-coupled beads, scFv-anti-DSG3-GFP binding; hits give low values | binding (percent of control), % at 10 µM | actives 0.48% (n = 310,000) | AID 588358, 2011;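 active = binding more than 3 SD below its plate's average and above zero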;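 note: hits lower antibody fragment binding to DSG3; some compounds called inactive have numbers as strong as hits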
CAL PDZ FP-1: CAL PDZ peptide-binding inhibitors, primary screen, biochemical, fluorescence polarization, Cer-tagged CAL PDZ, HTS; actives 0.02% (n = 330,000); inhibition, % at 20 µM; AID 504414, 2011; purified CAL PDZ, TMR-peptide fluorescence polarization, 1 h;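 active = highest replicate inhibition of at least 40%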;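 note: plate controls were DMSO neutral control wells for no effect and unlabeled competitor peptide control wells for full effect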
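Material: tagged CAL PDZ protein CerCALP, purified; buffer or medium: sodium phosphate/NaCl buffer pH 7.4 with TCEP, IgG, Thesit; also added: fluorescent TMR peptide probe; schedule: 1 h incubation at room temperature before polarization reading; technique: fluorescence polarization from S- and P-plane intensities, G-factor corrected; control set: unlabelled peptide and DMSO controls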
DAGLB inhibitor: DAGLB lipase inhibitors, primary screen, biochemical, fluorescence, HTS; Diacylglycerol lipase-beta (Homo sapiens), Q8NCG7; HEK293T DAGLB membrane lysate, EnzChek fluorogenic substrate; inhibition, % at 5.17 µM; actives 0.059% (n = 340,000); AID 504411, 2011; in the data active = inhibition above about 34%;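 note: 0% = enzyme with vehicle and 100% = wells lacking enzyme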
Target sequence (Q8NCG7 whole entry, looked up): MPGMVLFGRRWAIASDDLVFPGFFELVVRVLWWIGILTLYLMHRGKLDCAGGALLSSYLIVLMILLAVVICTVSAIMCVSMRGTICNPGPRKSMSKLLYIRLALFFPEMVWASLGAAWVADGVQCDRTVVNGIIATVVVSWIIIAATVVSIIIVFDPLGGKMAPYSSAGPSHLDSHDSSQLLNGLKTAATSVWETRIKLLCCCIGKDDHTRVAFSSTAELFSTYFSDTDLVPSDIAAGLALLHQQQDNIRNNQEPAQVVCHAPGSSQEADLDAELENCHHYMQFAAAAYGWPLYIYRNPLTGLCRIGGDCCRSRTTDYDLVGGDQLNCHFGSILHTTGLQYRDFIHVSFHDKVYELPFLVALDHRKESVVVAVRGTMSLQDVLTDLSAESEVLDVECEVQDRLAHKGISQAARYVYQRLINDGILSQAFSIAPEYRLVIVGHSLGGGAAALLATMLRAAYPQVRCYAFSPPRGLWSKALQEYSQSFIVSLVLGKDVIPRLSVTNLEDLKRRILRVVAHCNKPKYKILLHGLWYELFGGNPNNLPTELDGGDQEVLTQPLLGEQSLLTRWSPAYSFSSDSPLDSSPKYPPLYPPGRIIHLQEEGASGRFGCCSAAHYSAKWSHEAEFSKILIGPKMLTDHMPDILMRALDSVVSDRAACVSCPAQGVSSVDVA
Arrestin-AP2 inh: inhibitors of beta-arrestin/AP2 binding, primary screen, biochemical, GPCR trafficking, flow cytometry; beta-arrestin 1 C-terminal peptide binding to AP2 beta2-adaptin appendage (human); FITC-arrestin peptide / GST-AP2 beads; AP2 beta2 appendage carries R879A mutation; inhibition, % at 10 µM; actives 0.31% (n = 340,000); AID 504490, 2011;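 active = inhibition above a set limit, near 3 SD of compounds lacking own fluorescence, cut at about 54% in these data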;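 note: plate controls were DMSO wells for no effect and 5 µM unlabelled arrestin peptide for full effect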
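Assay system: GST-AP2 R879A bound to glutathione beads, E. coli-expressed; Medium: PBS with 0.05% Tween 20 and 0.1% BSA; Also added: fluorescein-tagged arrestin peptide at 50 nM final; Timing: 12 min plus 1 h, RT; Measured by: flow cytometry, FL1 (488/535 nm); Evaluation: percent drop in bead-associated FITC signal.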
NSD2 HMT inh: NSD2 histone methyltransferase inhibitors, primary screen, biochemical, AlphaScreen, single concentration, set 2. inhibition, % at 12.5 µM. NSD2 peptide methylation, 120 min. actives 0.54% (n = 310,000). Histone-lysine N-methyltransferase NSD2 (Homo sapiens), O96028. AID 743445, 2014; in the data active = inhibition above about 50%
CAL PDZ FP-2: untagged CAL PDZ binding inhibitors, primary screen, biochemical, fluorescence polarization, HTS; Golgi-associated PDZ and coiled-coil motif-containing protein (Homo sapiens), Q9HD26; purified CAL PDZ, TMR-peptide fluorescence polarization, 1 h; inhibition, % at 24.9 µM; actives 0.92% (n = 300,000); AID 602252, 2012;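 active = mean inhibition of at least 30% with at least half of replicates also reaching 30%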;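 note: 0% = DMSO neutral control and 100% = excess unlabeled competitor peptide PRC23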
Cardiac RTF inh: cardiac RTF calcium sensitivity inhibitors, primary screen, biochemical, IANBD-TnC fluorescence, EC70 calcium | Troponin I, cardiac muscle (Homo sapiens) + Troponin T, cardiac muscle (Homo sapiens) + … | IANBD-labeled cardiac RTF, Ca2+ fluorescence | inhibition, % at 7.15 µM | actives 0.12% (n = 340,000);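 active = inhibition above the mean inhibition of all tested compounds plus 3 SD, cut at about 17% in these data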;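 note: assay run at fixed EC70 calcium of 1.6 mM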
An asterisk follows results filed as active; . = not tested or not shown. The list is partial (hit frequency here may not be typical).

SMILES	V-ATPase pH	Keap1-Nrf2 PPI	LANA DNA inh	DSG3 Ab inh	CAL PDZ FP-1	DAGLB inhibitor	Arrestin-AP2 inh	NSD2 HMT inh	CAL PDZ FP-2	Cardiac RTF inh
O=C(CN(C(=O)c1csnn1)c1cccc2ccccc12)NC1CCCC1	-1	-2	0.2	95	.	1	-1	0	-7	3
Cc1ccc(OCCNC(=O)c2cc(C3CC3)nc3c2cnn3C(C)C)cc1	0	-1	-1.4	126	-1.2	-10	5	-3	2	-2
COC(=O)c1ccc(NC(=O)c2cc(Cl)ccc2OC)cc1	-2	-3	1.1	115	0.7	-2	25	-1	1	-6
CC1CCCC(NC(=O)COC(=O)c2ccccc2[N+](=O)[O-])C1C (stereo not given)	-1	-1	1.4	107	-0.5	-2	-6	0	3	0
Cc1nc(NC(=O)c2ccc(OCC(C)C)cc2)sc1Cc1ccc2c(c1)OCO2	2	-3	0.1	98	-0.5	-3	2	-2	.	-10
COC(=O)N/N=C/c1ccccc1	-2	1	-0.5	106	-0.3	0	9	-1	2	-1
Cc1ccc(CNC(=O)c2ccc(N3CCC4(CC3)CC(c3cccc(Br)c3)=NO4)c(NC(=O)c3ccco3)c2)cc1	3	2	-0.5	100	0.5	-9	5	.	-4	-1
O=C(CCS(=O)(=O)c1ccc(Cl)cc1)Nc1nnc(-c2ccco2)o1	8	-1	0.0	99	-1.4	-2	4	-1	-1	-3
Cc1nc(-c2ccccc2)cc(=O)[nH]1	-2	6	-0.7	103	.	-1	15	0	1	2
COc1ccccc1NC(=O)COC(=O)c1cc(C)oc1C	-1	0	0.2	96	-0.5	-9	41	-1	.	2
COc1cccc(C(=O)NCc2ccc3c(c2)cc(C)n3C)c1	4	6	1.0	82*	0.6	4	-5	2	.	-4
CN(C)c1ccc(CN2CCCCC2)cc1	.	-2	0.1	104	-0.7	1	5	0	1	-13
Cc1ccc(C(=O)C2=C(O)C(=O)N(Cc3cccnc3)C2c2ccc(Br)cc2)o1 (stereo not given)	-1	-11	0.1	.	-4.4	4	-1	10	-4	-6
Cc1ccc(/C=C/C2=NN(Cc3ccc(Cl)c(Cl)c3)C(=O)CC2)cc1	-2	-8	-0.6	108	-2.1	-3	-9	1	-4	-15
O=C(CCc1nc2sc3c(c2c(=O)[nH]1)CCCC3)Nc1cccc(Cl)c1	0	0	-0.4	102	-1.4	7	-7	2	-1	-6
CSc1ccccc1NC(=O)COC(=O)c1ccc(-n2nc(C)cc2C)cc1	0	0	-0.7	95	-1.9	-14	-5	-2	.	-10
CC(C)(C)C(=O)N(Cc1ccccc1)c1ccccn1	5	-2	0.2	116	0.0	1	23	-1	-8	-3
Cc1ccc(N2CCN(S(=O)(=O)c3ccc(F)c(C)c3)CC2)c(C)c1	-2	4	2.1	100	-0.5	-21	4	-1	13	-6
Cc1ccc2oc(C(=O)NCc3ccc(S(N)(=O)=O)cc3)cc(=O)c2c1	1	1	-0.9	99	0.3	-5	0	-2	-22	-3
Cc1cc(C)nc(N(C#N)CC(=O)N(c2ccccc2)C(C)C)n1	-4	0	-1.6	.	0.4	-2	32	0	6	0
Cc1cc(C)nc(N(C#N)CC(=O)N2CCC(C(N)=O)CC2)n1	0	-3	0.5	.	-1.0	0	4	-2	0	-10
COCC(=O)OCn1nnc2ccccc2c1=O	0	-2	-0.6	94	-0.3	1	10	-60	.	1
COc1ccc(-c2[nH]ncc2-c2cnc(C)s2)c(O)c1	5	-5	-0.5	97	-2.8	0	-2	-1	0	-1
CC1CCC(NC(=O)c2cccc(S(=O)(=O)N3CCN(C)CC3)c2)CC1 (stereo not given)	7	-3	0.2	101	-1.2	0	-7	0	0	-18
COc1ccc(CN(C(C)=O)c2ccccc2C(=O)O)cc1	-2	-2	1.9	95	-0.2	2	-12	-3	-2	-13
COc1ccc(NC(=O)NNC(=O)c2ccc(-c3ccccc3)cc2)cc1	0	-3	-1.7	104	-2.9	1	3	0	3	-7
O=C(Cc1csc(-c2cccc(Cl)c2)n1)Nc1cccc(S(=O)(=O)NC2=NCCC2)c1	4	-2	-0.4	103	-3.2	-2	-13	-2	-4	-10
O=C(Nc1nnc(-c2ccc(Cl)cc2)o1)NC1CCCCC1	0	-3	-2.6	100	-0.3	1	3	0	-3	-1
Cc1ccc(C(=O)C2CC2)c(C)c1	3	-5	-0.2	112	-1.5	-2	-6	0	-2	-10
CS(=O)(=O)Nc1ccc(C(=O)Nc2cccc([N+](=O)[O-])c2)cc1	0	-3	0.3	107	-0.6	1	24	0	-3	-7

Whole records, quoted from the list. Screens in order: V-ATPase pH | Keap1-Nrf2 PPI | LANA DNA inh | DSG3 Ab inh | CAL PDZ FP-1 | DAGLB inhibitor | Arrestin-AP2 inh | NSD2 HMT inh | CAL PDZ FP-2 | Cardiac RTF inh
`COc1cccc(C(=O)NCc2ccc3c(c2)cc(C)n3C)c1` is entered as 4 | 6 | 1.0 | 82* | 0.6 | 4 | -5 | 2 | . | -4
`O=C(CCS(=O)(=O)c1ccc(Cl)cc1)Nc1nnc(-c2ccco2)o1` is entered as 8 | -1 | 0.0 | 99 | -1.4 | -2 | 4 | -1 | -1 | -3
`Cc1cc(C)nc(N(C#N)CC(=O)N(c2ccccc2)C(C)C)n1` is entered as -4 | 0 | -1.6 | . | 0.4 | -2 | 32 | 0 | 6 | 0
`Cc1nc(NC(=O)c2ccc(OCC(C)C)cc2)sc1Cc1ccc2c(c1)OCO2` is entered as 2 | -3 | 0.1 | 98 | -0.5 | -3 | 2 | -2 | . | -10
`O=C(CCc1nc2sc3c(c2c(=O)[nH]1)CCCC3)Nc1cccc(Cl)c1` is entered as 0 | 0 | -0.4 | 102 | -1.4 | 7 | -7 | 2 | -1 | -6

Continuation.
SMILES	V-ATPase pH	Keap1-Nrf2 PPI	LANA DNA inh	DSG3 Ab inh	CAL PDZ FP-1	DAGLB inhibitor	Arrestin-AP2 inh	NSD2 HMT inh	CAL PDZ FP-2	Cardiac RTF inh
O=c1c(Cc2ccc(F)cc2)c(O)ccn1Cc1cccc(Cl)c1	-2	-1	-2.8	91	-1.0	3	31	0	-2	-4
CCOc1ccc(CN2CCNC(=O)C2CC(=O)NCCCOc2cccnc2)cc1 (stereo not given)	5	-7	1.1	.	0.1	0	5	4	-1	-4
O=C(NCc1ccco1)c1cccc(S(=O)(=O)N2CCOCC2)c1	-4	-4	-0.1	102	-0.7	-1	-1	-1	.	-13
COc1ccc(C(=O)CCC(=O)O)c(C)c1	-1	-2	1.8	107	-0.2	-2	5	3	-2	-2
Cc1ccc(NC(=S)NC(CO)C(O)c2ccc([N+](=O)[O-])cc2)cc1 (stereo not given)	1	-1	-2.4	100	0.0	2	-5	0	-3	-7
c1coc(CNc2nc(-c3cccs3)cs2)c1	6	0	0.6	111	0.2	2	-21	0	4	-5
O=C(Cn1nc(-c2ccco2)ccc1=O)Nc1cc(C(F)(F)F)ccc1Cl	-1	-1	-0.1	.	-1.1	-2	-2	-3	-7	-5
COc1ccc(CCNC(=O)CCc2cn(C)c3ccccc23)c(OC)c1	0	-8	2.4	113	-1.2	-3	-9	1	0	-1
CCOC(=O)N1CCN(C(=O)Nc2ccc3nc(C)c(C)nc3c2)CC1	9	-5	0.3	106	-1.8	-2	-1	-2	-3	-5
Cn1c(=O)c2c(nc(NCCCN3CCOCC3)n2Cc2ccc(Cl)cc2)n(C)c1=O	-2	-3	6.9	102	-1.0	-2	9	11	1	-5
CC(=O)NC(C1C(=O)CC(C)(C)CC1=O)(C(F)(F)F)C(F)(F)F	5	-5	0.3	96	0.5	0	-4	-4	-3	-1
COC(=O)C[C@H]1c2cc(F)ccc2S(=O)(=O)N1Cc1ccccc1	5	-2	1.0	108	0.1	-1	2	.	-2	-8
N#CCCn1nc(-c2ccccc2)cc1Nc1ccccc1NC(=O)C(F)(F)F	-2	0	-0.9	79	-1.0	-2	14	.	-4	-4
CCOC(=O)N(NC(=O)C(O)(C(C)C)C(C)C)c1ccccc1	6	-5	0.7	92	-1.3	-3	9	-2	-4	-5
Cn1nc(-c2ccccc2)c(/C=N/O)c1Cl	-1	-3	0.8	96	0.1	-2	38	2	2	-3
O=C(CCc1c[nH]c2ccccc12)N1CCN(S(=O)(=O)c2ccc(F)cc2)CC1	2	2	0.3	102	-2.0	1	-24	1	-1	-8

High-throughput results (PubChem)
